Screening data from PubChem.
mABHD4 FP: inhibitors of mouse ABHD4. Q8VD66. purified mABHD4, FP-Rh probe fluorescence polarization. inhibition, % at 8.92 µM. actives 0.54% (n = 370,000). AID 720543;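 active = inhibition exceeding the mean over every tested compound plus 3 SD, cut at about 30% in these data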;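 note: 0% = plate median of compound wells and 100% = S159A mutant with DMSO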
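Test system: mouse ABHD4 enzyme, wild type. Reagent: FP-Rh fluorescent activity-based probe, added after compound pre-incubation. Timing: pre-incubation 45 min, probe exposure 60 min, at 25 °C. Technique: FP readout, ex 525 nm / em 598 nm. Benchmarks: high control S159A mutant with DMSO, low control median of compound wells.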
ASAP1 GAP inh: ASAP1 ArfGAP inhibition | AID 624377 | inhibition, % at 16.5 µM | ASAP1-stimulated ARF1 GTP hydrolysis, GDP FP detection | Q9ULH1 | actives 0.19% (n = 360,000); in the data active = inhibition above about 25%;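 note: 0% = vehicle with enzyme and substrate and 100% = no enzyme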
Rev-erbA mod: Rev-erb alpha (human) modulation; P20393; Rev-erbα–FITC-DNA binding, fluorescence polarization, 90 min; activity, % at 10 µM; actives 0.79% (n = 370,000); AID 1259318;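 active = activity above about 14%, limit read from the data; passing the limit was not always enough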;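 note: 0% = DMSO wells with 35 nM protein and 100% = DMSO wells with 750 nM protein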
NPR1 activator: GC-A (human) enzyme activation; activation, % at 10 µM; HEK293 GC-A cells, cGMP TR-FRET, EC30 ANP; 0% at EC30 ANP, 100% saturating ANP; actives 0.14% (n = 370,000); in the data active = activation above about 40%
Target sequence (P16066 whole entry, looked up): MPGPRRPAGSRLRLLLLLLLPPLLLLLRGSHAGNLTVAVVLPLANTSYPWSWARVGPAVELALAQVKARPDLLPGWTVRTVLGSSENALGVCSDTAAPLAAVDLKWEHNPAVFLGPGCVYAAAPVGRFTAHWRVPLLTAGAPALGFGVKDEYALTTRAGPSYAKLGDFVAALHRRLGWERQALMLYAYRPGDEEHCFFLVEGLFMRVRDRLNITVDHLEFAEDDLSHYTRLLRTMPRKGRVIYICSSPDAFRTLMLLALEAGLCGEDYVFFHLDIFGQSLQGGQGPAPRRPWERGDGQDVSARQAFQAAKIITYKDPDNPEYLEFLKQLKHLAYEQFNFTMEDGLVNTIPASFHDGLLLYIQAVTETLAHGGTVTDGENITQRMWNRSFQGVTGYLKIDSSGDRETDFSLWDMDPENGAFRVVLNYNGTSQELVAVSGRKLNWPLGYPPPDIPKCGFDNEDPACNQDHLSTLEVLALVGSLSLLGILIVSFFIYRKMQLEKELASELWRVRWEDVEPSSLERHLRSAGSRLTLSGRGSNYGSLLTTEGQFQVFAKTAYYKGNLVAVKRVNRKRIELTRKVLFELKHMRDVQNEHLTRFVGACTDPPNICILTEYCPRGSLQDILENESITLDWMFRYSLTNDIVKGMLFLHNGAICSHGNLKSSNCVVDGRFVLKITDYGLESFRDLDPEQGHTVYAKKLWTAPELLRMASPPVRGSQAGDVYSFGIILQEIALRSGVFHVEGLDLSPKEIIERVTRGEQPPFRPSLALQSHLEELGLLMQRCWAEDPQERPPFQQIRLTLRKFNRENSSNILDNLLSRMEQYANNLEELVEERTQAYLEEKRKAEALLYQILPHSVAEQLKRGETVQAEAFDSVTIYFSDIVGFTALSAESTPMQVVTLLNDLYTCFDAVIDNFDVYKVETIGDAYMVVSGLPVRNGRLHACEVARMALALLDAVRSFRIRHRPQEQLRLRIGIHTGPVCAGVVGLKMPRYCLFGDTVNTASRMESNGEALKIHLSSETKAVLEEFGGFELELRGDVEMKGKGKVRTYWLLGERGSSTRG
HTRA1 inhibitor: inhibitors of human serine peptidase HTRA1; actives 0.5% (n = 340,000); recombinant HTRA1, FP-rhodamine activity-based probe, fluorescence polarization; inhibition, % at 5.96 µM; AID 504803; in the data active = inhibition above about 36%;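 note: 0% = enzyme with DMSO and 100% = wells lacking enzyme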
PG9 Ab binder: small molecules binding HIV-1 gp120 antibody PG9 | inhibition, % at 6.7 µM | actives 0.43% (n = 360,000) | AID 624416 | TR-FRET gp120-PG9 antibody binding; in the data active = inhibition above about 8.5%
rCAG RNA binder: r(CAG) repeat RNA binding; TO-PRO-1 dye displacement fluorescence; inhibition, % at 3 µM; actives 1.3% (n = 370,000);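 active = inhibition above the plate cutoff, the mean of all test compounds on that plate plus 3 SD, cut at about 35% in these data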;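 note: 0% = DMSO alone and 100% = 100 µM mitoxantrone as full dye displacement; higher means more dye released from RNA so lower well fluorescence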
NPR2 activator: GC-B (human) receptor activation; P20594; HEK293-GC-B cells, CNP EC30, cGMP TR-FRET; 0% at EC30 CNP, 100% saturating CNP; activation, % at 10 µM; actives 0.11% (n = 370,000);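 active = activation at 10 µM reaching about 35% in either raw or pattern-adjusted values, limit read from the data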
ARFGAP1 inh: rat ARFGAP1 inhibition | inhibition, % at 16.5 µM | Q62848 | Arfgap1-stimulated ARF1 GTP hydrolysis, GDP FP detection | actives 0.26% (n = 360,000) | AID 651572;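 active = inhibition above a per-plate limit, mean inhibition of low control wells plus 3 SD, cut at about 25% in these data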;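 note: 0% = DMSO wells with enzyme and 100% = wells lacking Arfgap1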
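Material: truncated rat Arfgap1 GAP domain; Incubation: compound-enzyme preincubation 20 min, reaction 120 min, detection 60 min, 25 °C; Read-out: percent inhibition of Arfgap1-stimulated GTP hydrolysis; Technique: FP, GDP Alexa 633 tracer displaced from anti-GDP antibody, 620/688 nm; Controls: No-Arfgap1 wells (100%) versus DMSO full-reaction wells (0%); Replication: single well per compound.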
SMARCA2 act: activators of SMARCA2 function | MG213 cells, MMTV-luciferase reporter, dexamethasone, overnight | activation, % at 9.1 µM | actives 1% (n = 370,000); in the data active = activation above about 7.8%;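 note: 0% = vehicle wells and 100% = reference activator wells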
* marks the source's active call; other numbers are inactive results; · = no result given.

SMILES | mABHD4 FP | ASAP1 GAP inh | Rev-erbA mod | NPR1 activator | HTRA1 inhibitor | PG9 Ab binder | rCAG RNA binder | NPR2 activator | ARFGAP1 inh | SMARCA2 act
O=C(Nc1cc(Cl)ccc1Cl)P(=O)(O)c1ccccc1 | -0.3 | 9.9 | 3.2 | 3.9 | -0.7 | -1.5 | 2.7 | -1.0 | 2.7 | 2.9
Cc1cc2c(NCC(C)O)ncnc2s1 (configuration not stated) | -5.8 | 9.8 | -3.5 | 3.6 | 1.3 | 0.7 | 3.1 | 2.9 | -9.1 | -7.2
O=[N+]([O-])c1ccc(-c2ccc(/C=N/Nc3nc(NCc4ccccc4)nc(N4CCOCC4)n3)o2)cc1 | 3.6 | 0.8 | 2.8 | 0.7 | 1.9 | -3.5 | 10.9 | -8.2 | 1.8 | -2.3
CC(C)(C)c1ccc2c(c1)OC(C(=O)N/N=C/c1ccc[nH]1)CO2 (configuration not stated) | 6.0 | · | 3.2 | -0.4 | · | · | · | -2.6 | · | ·
CC(C)(C)[C@H](NC(=O)c1cc(Cl)cc(Cl)c1)C(=O)N1CCC[C@H]1C(=O)N[C@H](C#N)CC(=O)O | 3.2 | · | -1.4 | -2.1 | · | · | · | -4.9 | · | ·
COc1ccc(CNC(=O)c2cc(C3CC3)nc3c2cnn3C(C)C)cc1OC | -4.8 | -4.2 | 4.4 | 5.8 | 0.8 | -1.0 | -3.5 | 8.1 | 4.8 | -1.3
CC(=O)NC(Cc1ccccc1)C(=O)NC1CCN(C(=O)c2cnccn2)CC1 (configuration not stated) | -2.1 | 3.8 | 2.8 | 4.8 | 3.3 | 3.3 | -2.0 | 9.3 | -8.1 | -4.2
CN=C(NC1CCCCC1)c1ccc([N+](=O)[O-])cc1 | -5.0 | -4.9 | -3.7 | -0.1 | 4.6 | 0.0 | -3.0 | 4.7 | -12.0 | -1.1
Cc1cc(OCC(=O)NCCc2c[nH]c3ccccc23)c2c(C)cc(=O)oc2c1 | 1.3 | 1.9 | -5.0 | -11.2 | -10.8 | 2.1 | -1.8 | -14.1 | 6.3 | 0.8
COc1cc(Nc2ccc(S(=O)(=O)N3CCN(C)CC3)cc2[N+](=O)[O-])cc(OC)c1 | 4.7 | -1.8 | 10.8 | -2.5 | 6.2 | 1.5 | 1.4 | -3.6 | 3.3 | 0.2
O=C(CSC1=NS(=O)(=O)c2cc(F)ccc2N1)NCc1ccc(F)cc1 | 3.4 | 6.9 | 1.1 | 5.2 | 5.3 | -1.8 | 7.8 | 0.0 | 4.5 | -0.8
Cc1ccc(NC(=O)COC(=O)C2CCC(=O)N2)c([N+](=O)[O-])c1 (configuration not stated) | 1.6 | 1.6 | -0.8 | 3.8 | 4.3 | 0.9 | -1.1 | -2.0 | 0.9 | 12.6*
O=C(COc1ccccc1O)N1CCN(C(=O)c2ccco2)CC1 | 0.2 | 8.2 | -1.1 | 5.4 | -2.2 | -0.5 | 1.9 | 3.1 | 12.1 | -0.5
O=[N+]([O-])c1ccc(O)c2ncccc12 | 26.2 | -4.2 | 13.5 | -2.1 | 32.2 | -2.8 | 16.0 | -0.8 | 3.1 | -8.9
O=C(Nc1ccc(Cl)cc1)c1ccc(OC2CSC2)cc1 | 0.2 | -13.3 | -4.4 | -7.8 | -6.2 | 0.6 | -6.6 | -3.4 | 14.2 | 1.7
CN(CC(=O)O/N=C(\N)c1ccccn1)S(=O)(=O)c1ccccc1 | 1.1 | 1.4 | -0.4 | 6.2 | 5.9 | -0.4 | -2.3 | 2.6 | 19.2 | 2.1
CCOc1ccc(N2CC(C(=O)Nc3ccccc3N3CCCC3)CC2=O)cc1 (configuration not stated) | 4.8 | 6.8 | 3.4 | -1.5 | 11.1 | -5.0 | -9.2 | -3.5 | -3.3 | -1.0
O=C(CN1C(=O)NC2(CCOc3ccccc32)C1=O)c1ccc(Cl)s1 (configuration not stated) | -2.9 | -6.5 | -2.8 | 3.0 | -7.8 | 2.5 | 3.8 | -1.1 | 5.0 | -0.9
CCCCCCSc1ccc([C@H]2N[C@@](Cc3ccccc3)(C(=O)OC)[C@H]3C(=O)N(C)C(=O)[C@@H]23)cc1 | 0.3 | -2.1 | 2.8 | 1.8 | -4.8 | -0.3 | 0.5 | -6.8 | -5.8 | -0.3
O=C(Cc1ccccc1F)NNC(=O)c1cccs1 | -0.5 | -15.7 | -3.3 | 1.0 | 1.3 | 0.6 | 1.3 | 6.0 | 0.8 | 7.2
Cc1ccccc1C(=O)NC1CCN(Cc2ccccc2)CC1 | 0.9 | 4.0 | 1.5 | 0.5 | 0.7 | -0.1 | -1.2 | 3.7 | -17.4 | -0.1
Cc1cc(NC(=O)CCN2C(=O)C3C4CCC(C4)C3C2=O)c(C)cc1Br (configuration not stated) | 1.1 | 2.5 | 3.0 | 3.1 | -4.4 | -0.6 | -4.6 | -0.9 | 18.6 | -2.6
Cc1ccc(C(=O)N[C@H](C(=O)NC2CCCCC2)C(C)C)cc1 | 4.5 | 0.0 | 5.1 | 2.8 | 9.5 | 0.8 | -1.1 | -0.7 | -0.6 | -3.5
CCOc1ccccc1NC(=O)Nc1cc(C(=O)O)ccc1C | 0.7 | -11.7 | -4.9 | -4.0 | 4.6 | 1.0 | -0.5 | -1.6 | 9.1 | -6.7
O=C(NCCN1C(=O)S/C(=C\c2ccc(OC(F)F)cc2)C1=O)c1cnccn1 | -7.4 | 5.1 | -2.5 | -5.7 | -1.8 | -2.3 | -0.5 | -1.9 | -2.6 | -4.8

Carrying on.
SMILES | mABHD4 FP | ASAP1 GAP inh | Rev-erbA mod | NPR1 activator | HTRA1 inhibitor | PG9 Ab binder | rCAG RNA binder | NPR2 activator | ARFGAP1 inh | SMARCA2 act
COc1cc(CNCc2ccncc2)cc(Br)c1OCc1ccccc1F | -2.3 | 13.2 | -0.8 | -14.3 | -27.2 | -0.1 | -3.4 | -7.8 | -4.2 | -3.6
C=CCn1c(=N)c(C(=O)NCCCOC)cc2c(=O)n3ccccc3nc21 | 2.8 | -1.3 | 2.7 | 9.4 | -0.3 | 1.5 | 3.0 | -5.7 | 13.8 | 0.4
COC(=O)Cn1c2ccccc2c(=O)n1C(C)CBr (configuration not stated) | 2.7 | -2.2 | -2.5 | 0.9 | · | -0.2 | 1.6 | -1.1 | 2.1 | -1.2
CC(C)(C)OC(=O)N1CCC(C(=O)N2CCC[C@H]2C(=O)O)CC1 | -5.0 | -2.6 | -1.9 | 1.4 | 7.0 | 0.1 | -0.6 | 0.2 | -2.0 | 4.4
CCOc1ccc(CNCCNC(=O)c2nonc2N)cc1 | 3.2 | 13.4 | 2.7 | 3.4 | 0.3 | 1.1 | 3.6 | 4.8 | 11.2 | -0.2
O=C(C[n+]1ccc(-c2nnc3n2CCCCC3)cc1)c1ccc(Cl)cc1 | 2.5 | 2.3 | -0.1 | 1.0 | 8.8 | -1.6 | 1.7 | 1.3 | 0.7 | -1.3
CC1(C)C2C/C(=N\O)C(C)(/[N+]([O-])=C/c3cccc([N+](=O)[O-])c3)CC21 (configuration not stated) | 5.0 | 3.6 | 1.3 | -1.8 | 0.2 | 0.2 | -2.2 | -0.8 | 5.5 | 2.0
COc1ccc(C(=O)N2c3ccccc3C=CC2C#N)cc1 (configuration not stated) | 1.1 | -9.9 | 5.2 | -2.6 | 1.6 | -1.2 | 2.7 | 1.3 | 4.5 | 0.5
CCOc1ccc(NC(=O)CN(C)C(=O)CN2C(=O)NC3(CCCC3)C2=O)cc1OCC | 3.6 | -9.7 | 4.4 | 0.4 | 1.0 | -0.7 | -6.5 | 1.6 | 7.8 | -1.7
CC1Cc2nc(SCC(=O)NCC3CCCO3)n(-c3ccccc3)c(=O)c2S1 (configuration not stated) | -2.4 | 6.7 | 0.0 | -3.0 | 15.0 | -0.7 | 0.7 | 3.8 | -1.8 | 2.5
COC(=O)c1ccc(CNC(=O)COC(=O)CC23CC4CC(CC(Br)(C4)C2)C3)cc1 | 3.9 | 9.1 | -2.1 | 0.9 | -11.6 | -0.5 | 3.0 | 1.4 | 7.8 | -0.9
O=C(CSc1nnc(-c2ccncc2)n1-c1ccc(Cl)cc1)NCc1cccs1 | -0.1 | 11.7 | -4.3 | -6.9 | 10.7 | -0.2 | -7.0 | 4.3 | 2.5 | -2.5
CCOc1ccccc1OCC(=O)NCc1ccco1 | -4.5 | -4.8 | -1.4 | 0.2 | 5.8 | -2.0 | 8.2 | 3.1 | -12.0 | 6.6
CCOC(=O)c1c(C)nc2sc3c(=O)n(-c4ccc(C(C)=O)cc4)cnc3c2c1-c1ccc(Cl)cc1 | 0.5 | 0.7 | 17.5 | 2.1 | -7.4 | -1.1 | 0.7 | -25.3 | -4.4 | 0.8
Cc1cccc(-c2n[nH]c(=S)n2-c2ccccc2)c1[N+](=O)[O-] | 0.8 | -6.8 | -9.5 | 0.9 | 2.7 | -0.6 | 1.4 | 1.2 | 6.3 | 3.7
CCOc1ccc(NC(=O)NC2CCS(=O)(=O)C2)cc1 (configuration not stated) | -1.9 | 1.4 | 3.6 | -0.3 | 17.1 | 0.0 | 1.1 | 3.5 | -2.8 | 3.1
Cn1nc(OCc2ccccc2)ccc1=O | 0.8 | 0.0 | 3.6 | 1.0 | 2.1 | -0.5 | 2.3 | -4.0 | 3.3 | 2.1

Reformatted in CSV form: 8 of the compounds above.
SMILES,mABHD4 FP,ASAP1 GAP inh,Rev-erbA mod,NPR1 activator,HTRA1 inhibitor,PG9 Ab binder,rCAG RNA binder,NPR2 activator,ARFGAP1 inh,SMARCA2 act
COc1ccc(C(=O)N2c3ccccc3C=CC2C#N)cc1 (configuration not stated),1.1,-9.9,5.2,-2.6,1.6,-1.2,2.7,1.3,4.5,0.5
CCOc1ccc(NC(=O)CN(C)C(=O)CN2C(=O)NC3(CCCC3)C2=O)cc1OCC,3.6,-9.7,4.4,0.4,1.0,-0.7,-6.5,1.6,7.8,-1.7
CC1Cc2nc(SCC(=O)NCC3CCCO3)n(-c3ccccc3)c(=O)c2S1 (configuration not stated),-2.4,6.7,0.0,-3.0,15.0,-0.7,0.7,3.8,-1.8,2.5
COC(=O)c1ccc(CNC(=O)COC(=O)CC23CC4CC(CC(Br)(C4)C2)C3)cc1,3.9,9.1,-2.1,0.9,-11.6,-0.5,3.0,1.4,7.8,-0.9
O=C(CSc1nnc(-c2ccncc2)n1-c1ccc(Cl)cc1)NCc1cccs1,-0.1,11.7,-4.3,-6.9,10.7,-0.2,-7.0,4.3,2.5,-2.5
CCOc1ccccc1OCC(=O)NCc1ccco1,-4.5,-4.8,-1.4,0.2,5.8,-2.0,8.2,3.1,-12.0,6.6
CCOC(=O)c1c(C)nc2sc3c(=O)n(-c4ccc(C(C)=O)cc4)cnc3c2c1-c1ccc(Cl)cc1,0.5,0.7,17.5,2.1,-7.4,-1.1,0.7,-25.3,-4.4,0.8
Cc1cccc(-c2n[nH]c(=S)n2-c2ccccc2)c1[N+](=O)[O-],0.8,-6.8,-9.5,0.9,2.7,-0.6,1.4,1.2,6.3,3.7
